MT1-MMP act inh – inhibitors of human MT1-MMP activation; P50281; HT1080 RFP-PRO-GFP cells, GFP/RFP ratio fluorescence, overnight; percent of plate control window, DMSO zero; GFP/RFP ratio change, % at 20 µM; 0.061% of 360,000 active; AID 651647;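 active = GFP/RFP ratio change of at least 30% with cell ATP level not reduced by more than half and red fluorescence within 50% of control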; note: strong numbers were not always called active
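Assay system: HT1080 RFP-PRO-GFP cells. Benchmarks: DMSO vehicle wells and RFP-L50D-GFP reporter cell wells. Times: overnight cell settling, then overnight compound exposure, 37 °C, 5% CO2. Compound: 20 µM single dose, 1% DMSO. Read-out basis: GFP/RFP fluorescence ratio.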
SKN-1 inh – blocks SKN-1 activity in C. elegans; inhibition, % at 21.8 µM; C. elegans VP596 Pgst-4::GFP/RFP ratio, acrylamide-induced, 24 h; AID 624304; 0.49% of 360,000 active;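 active = interference check ratio from 0.5 to 1.5 plus GFP to RFP signal ratio inhibition reaching or exceeding a fixed threshold, cut at about 30% in these data, passing the limit was not always enough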; note: some compounds called inactive have numbers as strong as hits
Rpn11 block – blocks the human proteasome subunit Rpn11; O00487; human 26S proteasome, Ub4-pepOG fluorescence polarization; 20S core pre-blocked with epoxomicin; calls only at 20 µM; 0.59% of 360,000 active; AID 588493;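 active = inhibition at 20 µM, scaled to each plate's controls, above about 33%, limit read from the data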
Target sequence (O00487 whole entry, looked up): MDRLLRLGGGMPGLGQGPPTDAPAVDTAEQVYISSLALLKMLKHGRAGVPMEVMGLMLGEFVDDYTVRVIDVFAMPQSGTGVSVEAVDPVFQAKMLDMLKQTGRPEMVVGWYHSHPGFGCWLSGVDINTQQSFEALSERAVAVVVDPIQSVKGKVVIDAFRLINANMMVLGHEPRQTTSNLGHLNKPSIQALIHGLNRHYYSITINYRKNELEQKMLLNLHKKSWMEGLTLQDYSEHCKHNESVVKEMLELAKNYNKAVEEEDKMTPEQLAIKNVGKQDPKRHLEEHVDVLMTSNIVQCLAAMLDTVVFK
Scp-1 inhibitor – inhibitors of human Scp-1 phosphatase; AID 493091; 0.88% of 340,000 active; Recombinant Scp1, phosphopeptide, malachite green phosphate absorbance; inhibition, % at 20 µM; Q9GZU7;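 active = inhibition above about 50% at 20 µM, limit read from the data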;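 note: plate controls were DMSO wells with enzyme for no effect and wells lacking enzyme for full effect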
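Material: truncated SCP-1 phosphatase (76-261aa) / Buffer or medium: 50 mM Tris acetate pH 5.5, 0.005% Tween-20, 10 mM MgCl2 / Compound dosing: one concentration, 20 µM, with 1.0% DMSO / Incubation: 45 min room-temperature reaction, 5 min colour, 30 min stabiliser / Detection: colorimetric free-phosphate detection, absorbance 630 nm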
DNMT1 inh – inhibitors of human DNMT1. DNMT1 molecular beacon, Hinp1I cleavage, fluorescence. inhibition (reported as % activation of signal), % at 10 µM. 0.83% of 360,000 active; in the data active = inhibition above about 50%
LMPTP inh – LMPTP (human) inhibition; P24666; recombinant LMPTP-A, OMFP fluorogenic substrate, fluorescence intensity; inhibition, % at 20 µM; 0.22% of 360,000 active; AID 651560;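 active = compounds that cut the enzyme signal by at least half of the control window in the single-dose screen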;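 note: plate controls were DMSO wells with enzyme plus substrate for no effect and substrate without enzyme for full effect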
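Assay system: LMPTP-A, protein tyrosine phosphatase of low molecular weight / Medium: pH 6.0 Bis-Tris buffer with DTT and Triton X-100 / Schedule: 50 min enzyme reaction at room temperature, protected from light / Measured by: endpoint fluorescence intensity from OMFP dephosphorylation / Read-out basis: % inhibition relative to no-enzyme and uninhibited control wells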
NadD block – NadD (S. aureus) enzyme inhibition. purified NadD enzyme, colorimetric absorbance read-out. inhibition, % at 20 µM. 0.78% of 360,000 active; in the data active = inhibition above about 26%; note: some compounds past the cut are filed as inactive
NRP1-CendR mod – NRP-1/CendR interaction modulation | O14786 | FAM-RPARPAR peptide binding to NRP-1, fluorescence polarization | inhibition, % at 25 µM | 0.85% of 360,000 active | AID 602438;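 active = inhibition or corrected inhibition above about 18%, plus a signal ratio from 0.5 to 1.5, limit read from the data, passing the limit was not always enough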; note: strong numbers were not always called active
STEP block – blocks human striatal-enriched tyrosine phosphatase. P54829. recombinant STEP, OMFP fluorogenic substrate, fluorescence. inhibition, % at 20 µM. 0.25% of 360,000 active;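 active = inhibition at 20 µM, scaled per plate between control wells, above about 37%, limit read from the data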;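 note: 0% = DMSO with enzyme and substrate and 100% = substrate only without enzyme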
Target sequence (P54829 whole entry, looked up): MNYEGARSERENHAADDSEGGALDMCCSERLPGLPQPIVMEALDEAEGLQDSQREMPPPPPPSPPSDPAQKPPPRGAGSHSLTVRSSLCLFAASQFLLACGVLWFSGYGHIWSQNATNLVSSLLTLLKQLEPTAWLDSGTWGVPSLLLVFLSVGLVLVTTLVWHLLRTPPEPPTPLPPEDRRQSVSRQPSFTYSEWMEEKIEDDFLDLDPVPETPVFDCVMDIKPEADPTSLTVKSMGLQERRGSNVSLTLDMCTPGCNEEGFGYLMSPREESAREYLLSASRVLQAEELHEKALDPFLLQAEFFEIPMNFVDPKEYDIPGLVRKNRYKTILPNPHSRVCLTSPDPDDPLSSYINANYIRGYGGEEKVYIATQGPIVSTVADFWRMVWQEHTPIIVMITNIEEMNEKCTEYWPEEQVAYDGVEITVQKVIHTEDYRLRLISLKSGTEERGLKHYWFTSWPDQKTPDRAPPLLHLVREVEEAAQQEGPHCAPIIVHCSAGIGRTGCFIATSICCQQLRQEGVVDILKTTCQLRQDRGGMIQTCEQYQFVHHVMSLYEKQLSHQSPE
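medium = Bis-Tris buffer pH 6.0, 2.5 mM DTT, 0.005% Tween 20 | test system = STEP (striatal-enriched tyrosine phosphatase) enzyme, cell-free | measure = normalized % inhibition | compound dosing = 20 µM, 1% DMSO | also added = 25 µM OMFP | schedule = reaction 20 min, ambient temperature | measured by = fluorescence read at 480 nm ex / 540 nm em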
SUMO1 PPI mod – SUMO1-SIM interaction modulation; SUMO1 binding to a labelled peptide, TR-FRET, 1 h; inhibition, % at 20 µM; 0.33% of 360,000 active; AID 602429; in the data active = inhibition above about 37%
Target sequence (P63165 whole entry, looked up): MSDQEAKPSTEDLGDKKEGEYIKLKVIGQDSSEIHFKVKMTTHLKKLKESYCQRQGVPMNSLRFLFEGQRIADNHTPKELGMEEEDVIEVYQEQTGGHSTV
Starred values were filed as active, the others as inactive; i = inactive; nt = no result given. Compounds were not picked by outcome. Share with any hit: about 3.9%.

Compound	MT1-MMP act inh	SKN-1 inh	Rpn11 block	Scp-1 inhibitor	DNMT1 inh	LMPTP inh	NadD block	NRP1-CendR mod	STEP block	SUMO1 PPI mod
COc1cc(C2(c3ccc(O)c(OC)c3)C(=O)N(C)c3ccc(C)cc32)ccc1O	0	-6	i	-6	0	0.9	-12	-7	1	-1
Cc1cc2oc(=O)cc(CSc3nc(N)cc(N)n3)c2cc1C(C)C	2	-2	i	-7	-6	3.4	-3	2	-4	-5
O=C(NCCc1ccc(Cl)cc1)C1CCN(c2ncccn2)CC1	1	8	i	-1	-1	-0.5	5	11	0	-2
COCc1c(C(=O)N2CCN(Cc3nc4ccccc4s3)CC2)oc2ccccc12	-2	-13	i	40	-4	0.7	16	1	-2	5
O=C(CSc1nnc2ccc(-c3ccccn3)nn12)Nc1ccc(F)cc1F	-1	12	i	-4	4	-0.5	-2	-31	0	-19
Cc1ccc(S(=O)(=O)NCCCCCC(=O)Nc2c(C)n(C)n(-c3ccccc3)c2=O)cc1	1	6	i	-11	1	-0.5	-9	-7	-2	-2
COc1ccc(N2CCN(CCNC(=O)Nc3cccc(C)c3C)CC2)cc1	nt	13	i	-1	1	-0.2	1	5	0	-11
CCOc1ccccc1NC(=O)c1cc(=O)[nH]c2ccc(S(=O)(=O)N3CCOCC3)cc12	-5	3	i	-5	1	0.5	7	8	-1	-3
COc1ccc(C(=O)NCC2(c3ccccc3)CCOCC2)cc1	-3	9	i	-7	3	-2.9	-10	12	-3	4
Cc1ccccc1OCC(=O)N/N=C/c1cccc2cccnc12	6	-10	i	2	1	0.4	-1	9	1	-19
Cn1c(SCC(=O)NCC2CCCO2)nc2c([nH]c3ccccc32)c1=O (stereo not given)	nt	-12	i	-1	7	-1.4	-7	6	-1	4
OCc1ccc(-c2ccccc2)c(-c2ccccc2)c1	1	13	i	-13	0	1.8	-14	-4	-2	7
Cc1ccc(S(=O)(=O)Nc2ccncc2)c(C)c1	-3	-1	i	-12	-2	-2.5	-7	-6	-3	1
Cn1c(SCC(=O)Nc2cccnc2Cl)nnc1-c1ccco1	2	10	i	-4	3	-1.8	2	9	-2	-2
CC(C)c1cc(Cn2c3ccccc3c(=O)n2C(C)Cn2cc(C3CC3)nn2)on1 (stereo not given)	6	11	nt	nt	nt	-0.8	nt	4	nt	-3
CCN(CC)C(=O)C1=C(C)N(CCC2=CCCCC2)C(=O)C(CC(=O)NCCN2CCOCC2)C1 (stereo not given)	-3	-13	i	nt	2	-1.5	-3	-11	0	1
O=c1c(Cl)nc2cc(Cl)ccc2n1CCNc1ncc(C(F)(F)F)cc1Cl	nt	-1	i	-4	24	-0.2	4	12	2	0
CCCOc1ccc(C2C(C(=O)c3ccc(C)o3)=C(O)C(=O)N2Cc2ccco2)cc1OCC (stereo not given)	1	-5	i	1	-3	17	16	16	0	-6
COc1ccccc1CNC(=O)c1cc(S(=O)(=O)N2CCCC2)cn1C	-1	-10	i	-7	-2	-0.3	-6	-9	-1	4
Cc1ccc(S(=O)(=O)N2CCOCC2)cc1NC(=O)COC(=O)c1cc[n+]([O-])cc1	3	1	i	-5	-6	-1.8	-6	-6	-3	-5
Cc1ccc(CCNC(=O)C23C[C@H]4C[C@@H](C2)CC(n2nnc(C)n2)(C4)C3)cc1	5	4	i	-5	2	-1.0	-3	-1	1	-4
COc1ccc(C2=NN(C(=O)c3ccncc3)C(c3ccccc3O)C2)cc1 (stereo not given)	-7	11	i	-5	8	0.1	6	-11	-1	-4
COc1cc2c(cc1OC)C1Cc3ccc(OC)c(OC)c3CN1CC2 (stereo not given)	-5	2	i	0	-2	-3.4	-1	2	0	-1
O=C(NC(=S)NCc1ccccc1)C1CCCCC1	-1	8	i	-5	-1	2.5	-5	-6	3	2
Cc1cccc(-c2noc(CN(C)C(=O)c3ccoc3C)n2)c1	5	5	i	-6	-1	-0.5	-6	2	-1	-2
Cc1ccc2oc(=O)c3cc(C(=O)NCCCN4CCCC(C)C4)sc3c2c1 (stereo not given)	0	20	i	-5	9	0.8	1	2	1	-28
O=C(NCc1cccnc1)c1ccc(Cn2cc(C(F)(F)F)ccc2=O)cc1	3	5	i	2	2	0.0	4	9	1	-4
CCCn1c(C)nc2cc(Cl)c(N3CCN(c4nc(-c5ccc(C)cc5)cs4)CC3)cc21	-2	19	i	8	-23	8.3	24	-8	2	7
O=C(/C=C/c1ccc(Cl)cc1Cl)NCCN1CCOCC1	4	8	i	15	-3	-2.5	-4	17	-1	-11
CN1OC[C@@H]2CN(C(=S)NCCc3ccccc3)[C@H](c3ccc(N4CCCCC4)cc3)C[C@@H]21	1	2	i	nt	-6	0.9	-5	-4	5	8

Compound profiles (already shown).
Record of `Cn1c(SCC(=O)Nc2cccnc2Cl)nnc1-c1ccco1` = MT1-MMP act inh: 2; SKN-1 inh: 10; Rpn11 block: i; Scp-1 inhibitor: -4; DNMT1 inh: 3; LMPTP inh: -1.8; NadD block: 2; NRP1-CendR mod: 9; STEP block: -2; SUMO1 PPI mod: -2
Record of `COc1cc2c(cc1OC)C1Cc3ccc(OC)c(OC)c3CN1CC2` (stereo not given) = MT1-MMP act inh: -5; SKN-1 inh: 2; Rpn11 block: i; Scp-1 inhibitor: 0; DNMT1 inh: -2; LMPTP inh: -3.4; NadD block: -1; NRP1-CendR mod: 2; STEP block: 0; SUMO1 PPI mod: -1

Some values from the entries so far:
Result for COc1ccccc1CNC(=O)c1cc(S(=O)(=O)N2CCCC2)cn1C under DNMT1 inh: -2
Result for O=C(NC(=S)NCc1ccccc1)C1CCCCC1 under MT1-MMP act inh: -1
Result for COc1ccc(C2=NN(C(=O)c3ccncc3)C(c3ccccc3O)C2)cc1 (stereo not given) under NRP1-CendR mod: -11

Additional records.
Compound	MT1-MMP act inh	SKN-1 inh	Rpn11 block	Scp-1 inhibitor	DNMT1 inh	LMPTP inh	NadD block	NRP1-CendR mod	STEP block	SUMO1 PPI mod
Cc1cccc(C)c1NC(=S)Nc1ccccc1C(=O)NCc1ccco1	1	-3	i	-11	-2	-1.4	-1	4	4	3
Cc1nnc(NC(=O)c2ccccc2Oc2ccccc2)s1	1	0	i	2	4	-1.9	-1	5	-2	-4
CN1CCN(CCC(=O)N/N=C/c2cc3c(cc2[N+](=O)[O-])OCO3)CC1	3	-3	i	-2	0	-3.1	3	11	-2	-27
C[C@H]1CN([C@@H](C)CO)C(=O)CCCn2cc(nn2)CO[C@@H]1CN(C)C(=O)Nc1ccc(-c2cccs2)cc1	0	-9	i	nt	11	0.1	-1	15	-1	2
COc1ccccc1OCc1ccc(C(=O)NC(C)c2ccccc2)o1 (stereo not given)	-2	11	i	1	-7	-0.8	-2	10	-6	3
O=C(CCn1nc(-c2ccccc2)c2ccccc2c1=O)NCC1CCCO1 (stereo not given)	10	-18	i	-3	-1	-0.7	-1	4	-2	-2
COc1cc(C(=O)OC(C)C(=O)NC2CCCCC2C)c([N+](=O)[O-])cc1OC (stereo not given)	nt	2	i	8	2	0.2	-7	11	-2	-14
O=C(Nc1nncs1)C12CC3CC(CC(C3)C1)C2	-3	11	i	-6	-2	-0.4	2	0	2	-1
COc1ccc(NC(=S)NCc2ccc(F)cc2)c(OC)c1	1	0	i	-2	-2	-1.5	5	2	2	5
O=[N+]([O-])c1ccc2[nH]c(O)c(N=NC(=S)NCC3CCCO3)c2c1 (stereo not given)	13	-2	i	-5	-8	0.2	4	11	5	-3
CCN(CC)CCNC(=O)/C(=C\c1cccn1C)NC(=O)c1cccs1	4	4	i	-6	5	-0.7	-1	0	-1	0
CCCc1nnc(NC(=O)C(CC)OC(=O)c2cc(C)nc3ccccc23)s1 (stereo not given)	-2	-1	i	-4	0	0.3	-2	-2	-3	4
CCCN1C2CCCC1CC(NC(=O)c1ccccc1OCC)C2 (stereo not given)	0	-4	i	-2	5	-2.2	0	4	2	2
COc1ccc(-c2nnc3n(CCc4ccccc4)c(=O)c4ccccc4n23)c(OC)c1	4	-6	i	0	3	0.5	4	-1	2	6
Cc1ccc2[nH]c(=O)cc(C(=O)OCC(=O)c3ccccc3)c2c1	2	10	i	-3	12	6.9	-2	15	1	-6
CCCc1c(C)[nH]c2ccc(NC(C)=O)cc2c1=O	-2	-5	i	-3	0	-1.4	-3	10	0	-2
COC(=O)C[C@H]1CC[C@H](NC(=O)c2cccc(F)c2)[C@@H](CO)O1	-1	-8	nt	nt	nt	-0.4	nt	4	nt	2

Gathered by group, those above with an NH in an aromatic ring.
Compound	MT1-MMP act inh	SKN-1 inh	Rpn11 block	Scp-1 inhibitor	DNMT1 inh	LMPTP inh	NadD block	NRP1-CendR mod	STEP block	SUMO1 PPI mod
CCOc1ccccc1NC(=O)c1cc(=O)[nH]c2ccc(S(=O)(=O)N3CCOCC3)cc12	-5	3	i	-5	1	0.5	7	8	-1	-3
Cn1c(SCC(=O)NCC2CCCO2)nc2c([nH]c3ccccc32)c1=O (stereo not given)	nt	-12	i	-1	7	-1.4	-7	6	-1	4
O=[N+]([O-])c1ccc2[nH]c(O)c(N=NC(=S)NCC3CCCO3)c2c1 (stereo not given)	13	-2	i	-5	-8	0.2	4	11	5	-3
Cc1ccc2[nH]c(=O)cc(C(=O)OCC(=O)c3ccccc3)c2c1	2	10	i	-3	12	6.9	-2	15	1	-6
CCCc1c(C)[nH]c2ccc(NC(C)=O)cc2c1=O	-2	-5	i	-3	0	-1.4	-3	10	0	-2

Screens from PubChem BioAssay.
